AmpC detergent: qHTS Inhibitors of AmpC Beta-Lactamase (assay with detergent); AmpC hydrolysis of nitrocefin, absorbance 480 nm, 0.01% Triton; hit rate 0.041% among 370,000; P00811; Potency, µM (titrated, usually from 114 µM), for inactives: at the top dose activity change, negative = inhibition, hits mostly inhibitors; AID 485294, 2010;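 further: potency means the concentration at half of the fitted maximal effect; 0% = no-compound wells and -100% = no-enzyme wells; nearly all actives have a fitted effect of over 25% in size; some results filed as inactive show a strong effect at the top dose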
Target sequence (P00811 whole entry, looked up): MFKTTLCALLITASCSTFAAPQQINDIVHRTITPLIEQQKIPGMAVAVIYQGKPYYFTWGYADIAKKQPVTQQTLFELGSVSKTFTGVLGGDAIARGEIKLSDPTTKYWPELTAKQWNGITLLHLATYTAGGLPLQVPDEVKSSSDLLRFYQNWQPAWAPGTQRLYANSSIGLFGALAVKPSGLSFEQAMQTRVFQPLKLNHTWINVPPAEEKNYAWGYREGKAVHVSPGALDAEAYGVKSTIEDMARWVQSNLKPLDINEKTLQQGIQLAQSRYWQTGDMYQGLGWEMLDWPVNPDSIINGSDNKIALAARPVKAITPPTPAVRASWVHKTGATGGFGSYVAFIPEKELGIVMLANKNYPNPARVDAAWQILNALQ
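20 mM phosphate pH 7.0 + 0.01% (detergent screen) or 0.0001% Triton X-100; 5.3 nM AmpC reagent; cpd preinc 15 min RT; nitrocefin (800 uM stock) to start; A480 q20 s × 4 min; Activity was normalised to no-enzyme and no-compound control wells.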
HCV inhibitor: qHTS Assay for Inhibitors of Hepatitis C Virus (HCV) | Potency, µM (titrated, usually from 41.8 µM), inactives show at the top dose activity change, negative = inhibition, hits mostly inhibitors | hit rate 3.4% among 340,000 | Huh7.5.1 HCVcc-Cre infection, luciferase reporter, 44 h | AID 651820, 2012; further: potency means the concentration at half of the fitted maximal effect
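Seed cells (1,000/well) for 4 h; treat with compound and infect with HCVcc-Cre, moi about 0.5. Incubate 44 h, then detect luciferase activity.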
AmpC no deterg: qHTS Inhibitors of AmpC Beta-Lactamase (assay without detergent). P00811. AmpC nitrocefin hydrolysis, absorbance 480 nm, 0.0001% Triton. Potency, µM (doses to about 57.1 µM), for the others: at the top dose activity change, negative = inhibition, usual class: inhibitors. hit rate 0.52% among 330,000;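 further: potency means the concentration at half of the fitted maximal effect; plate controls were no compound for no effect and no enzyme for full effect; nearly all actives have a fitted effect of over 20% in size; some results filed as inactive show a strong effect at the top dose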
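AmpC (5.3 nM in the dispensed reagent) in 20 mM phosphate pH 7.0 with 0.01% (detergent screen) or 0.0001% Triton X-100 was preincubated with compounds for 15 min at room temperature. Nitrocefin was then added from an 800 uM solution, and hydrolysis was followed at 480 nm.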
HCMV inh: qHTS Assay for inhibitors of the human cytomegalovirus (HCMV). HFF cells, HCMV-luciferase reporter, 72 h; hits give low values. activity change, negative = inhibition, % at 57.5 µM. hit rate 4.5% among 410,000. AID 1259415, 2018; in the data active means activity change below about -60%; inconclusive means no clear call, values can overlap the other calls; inactive means above about -39%
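Two compound doses tested in HFFs infected with HCMV-luciferase, MOI 1 PFU/cell, 72 h at 37C. Lysate luminescence read with OneGlo; data normalized against buffer-only and 10uM Salinomycin inhibitor controls.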
LmPK inh: qHTS Assay for Inhibitors of Leishmania Mexicana Pyruvate Kinase (LmPK); Q27686; purified LmPK, Kinase-Glo ATP luminescence, 1 h; Potency, µM (doses to about 57.5 µM), for inactives: top-dose activity change, negative = inhibition, most hits filed as inhibitors; hit rate 0.37% among 290,000; further: potency means the concentration at half of the fitted maximal effect
Target sequence (Q27686 whole entry, looked up): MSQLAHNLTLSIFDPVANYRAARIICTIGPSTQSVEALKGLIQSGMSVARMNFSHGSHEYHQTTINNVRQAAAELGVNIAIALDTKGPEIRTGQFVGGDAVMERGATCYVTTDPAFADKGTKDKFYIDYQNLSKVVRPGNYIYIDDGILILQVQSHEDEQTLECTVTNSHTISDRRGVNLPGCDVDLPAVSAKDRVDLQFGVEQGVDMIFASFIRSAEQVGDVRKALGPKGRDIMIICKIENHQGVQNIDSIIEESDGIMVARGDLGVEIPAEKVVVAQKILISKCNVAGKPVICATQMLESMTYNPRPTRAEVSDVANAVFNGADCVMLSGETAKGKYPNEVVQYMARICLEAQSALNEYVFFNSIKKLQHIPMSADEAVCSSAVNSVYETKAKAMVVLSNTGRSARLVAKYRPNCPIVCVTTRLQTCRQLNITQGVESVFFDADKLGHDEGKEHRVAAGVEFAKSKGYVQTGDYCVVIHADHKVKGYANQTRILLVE
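ATP generated from ADP (0.1 mM) and PEP (0.5 mM) by 0.1 nM LmPK over 1 h at room temperature (pH 7.2 imidazole buffer) was detected by coupled luciferase luminescence. Values were normalized to uninhibited and no-enzyme wells.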
AMA1 RON2 block: qHTS for Inhibitors of AMA1-RON; Towards Development of Antimalarial Drug Lead: Primary Screen. Plasmodium falciparum AMA1 (3D7) - RON2 peptide interaction. AlphaScreen AMA1-biotinylated RON2 peptide binding. Potency, µM (doses to about 58.2 µM), for the others: at the top dose activity change, negative = inhibition, usual class: inhibitors. hit rate 0.2% among 360,000;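 further: potency means the concentration at half of the fitted maximal effect; 0% = vehicle wells and -100% = peptide control; nearly all actives have a fitted effect of over 45% in size; some results filed as inactive show a strong effect at the top dose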
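AMA1 (3D7) with his tag at 25 nM final met compounds first, then biotinylated RON2 peptide at 25 nM; detection used donor plus acceptor beads, 10 µg/mL apiece, read by AlphaScreen after 30 min at room temperature.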
Tb PYK inh: qHTS of Trypanosoma Brucei Inhibitors | hit rate 0.12% among 410,000 | TbPYK enzyme, Kinase-Glo Plus ATP luminescence, 45 min | pyruvate kinase (Trypanosoma brucei), Q57TT1 | Potency, µM (doses to about 76.8 µM), inactives show at the top dose activity, negative = inhibition, most hits filed as inhibitors | AID 624173, 2012; further: potency means the concentration at half of the fitted maximal effect; nearly all actives have a fitted effect of over 50% in size
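Enzyme and substrate buffer are dispensed first and compound is pin-transferred. ADP at 130 uM final then starts the reaction, which runs 45 min at room temperature. Detection reagent is added for 10 min before luminescence is imaged.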
* marks the source's active call; other numbers are inactive results; ? = inconclusive; nt = no result given; & = joins results of further samples; [ ] = another dose, or the depositor's remark. Unless noted, the call rests on the fitted dose curve; in most records, active means well fitted curve in the direction sought with a large enough effect; inconclusive means small, poorly fitted or top-dose-only effect, or another doubt; inactive means no such curve, though single readings can be large; an effect the other way counts as inactive or inconclusive. Unless noted, on the % scale 0 is the no-effect control and ±100 the full control effect.

SMILES	AmpC detergent	HCV inhibitor	AmpC no deterg	HCMV inh	LmPK inh	AMA1 RON2 block	Tb PYK inh
COc1ccc(S(=O)(=O)N2CCCC(C(=O)NCC3CCCO3)C2)cc1OC (stereo unspecified)	-1%	12%	-10%	10	-1%	6%	0%
COc1ccc(Cl)cc1NC(=O)CSc1nnc(-c2ccco2)o1	-5%	18%	-11%	-1	-7%	-7%	1%
Cc1cccc(OCC(O)CNC(=O)c2ccccc2C(=O)O)c1 (stereo unspecified)	nt	5%	nt	-10	nt	0%	29%
COc1ccccc1N(C)S(=O)(=O)c1ccc(Cl)c(C(=O)Nc2ccccc2N2CCOCC2)c1	nt	4%	nt	0	nt	-29%	5%
Cc1cc(C)cc(Nc2cc(C)nc3nc(C)nn23)c1	?	-9%	-3%	24	-2%	7%	-1%
O=C(NC1CC(=O)N(c2ccccc2)C1)c1ccc(S(=O)(=O)N2CCCC2)cc1 (stereo unspecified)	2%	nt	nt	?	nt	nt	-7%
C/C(=N\NC(=O)c1n[nH]c2c1CCC2)c1cccs1	0%	5%	-17%	-91*	11µM*	-27%	-5%
Cc1n[nH]c(=S)c2nn(-c3ccccc3)c(C)c12	?	nt	-15%	nt	0%	nt	nt
CCOC(=O)c1sc(N2C(=O)c3oc4ccccc4c(=O)c3C2c2ccc(C(C)(C)C)cc2)nc1C (stereo unspecified)	13%	nt	nt	7	nt	nt	1%
Cc1ccccc1SCC(=O)NCCCn1ccnc1	-8%	27%	0%	91	-1%	12%	-6%
CCSc1nnc(NC(=O)/C=C/c2ccc3c(c2)OCO3)s1	-9%	2%	-10%	nt	-3%	nt	nt
O=S(=O)(CC(O)COc1ccc(Br)cc1)c1ccccc1 (stereo unspecified)	4%	-2%	-24%	19	3%	7%	-3%

Reprinted at random: two records from the list, in no set order.
SMILES	AmpC detergent	HCV inhibitor	AmpC no deterg	HCMV inh	LmPK inh	AMA1 RON2 block	Tb PYK inh
COc1ccccc1N(C)S(=O)(=O)c1ccc(Cl)c(C(=O)Nc2ccccc2N2CCOCC2)c1	nt	4%	nt	0	nt	-29%	5%
Cc1cc(C)cc(Nc2cc(C)nc3nc(C)nn23)c1	?	-9%	-3%	24	-2%	7%	-1%

(continued)
SMILES	AmpC detergent	HCV inhibitor	AmpC no deterg	HCMV inh	LmPK inh	AMA1 RON2 block	Tb PYK inh
COc1ccc(S(=O)(=O)N(C)CC(=O)NCc2ccccc2)cc1OC	2%	5%	-5%	37	0%	18%	-3%
O=C(NCc1ccccc1)c1onc(CSc2ccc(F)cc2)c1C(=O)NCc1ccccc1	nt	-19%	nt	-37	nt	-2%	-12%
COc1ccccc1NS(=O)(=O)c1ccc(N2CCOCC2)c(NC(=O)c2ccco2)c1	-10%	11µM*	15%	-25	5%	-15%	-6%
O=C1NC(=O)/C(=C\c2ccc(Sc3ccc(Cl)cc3)o2)N1	?	3%	-41%	-13	0%	-14%	-9%
CC(/C=C/c1ccccc1)=N\NC(N)=S	-2%	16µM*	-15%	-5	-12%	21%	-3%
O=C(CCc1nc(-c2ccccc2Cl)no1)Nc1cccnc1	-6%	13µM*	-2%	-19	-1%	7%	1%
CCN(CC(=O)Nc1cc(Cl)ccc1C)C(=O)c1ccc2c(c1)NC(=O)C(C)S2 (stereo unspecified)	?	?	-1%	?	nt	6%	-1%
CCOC(=O)N1CCN(C(=O)C2CCCN(S(C)(=O)=O)C2)CC1 (stereo unspecified)	?	17%	-12%	-24	0%	9%	3%
CC(C)Sc1ncc(Cl)c(C(=O)Nc2c(C(=O)Nc3ccccc3)oc3ccccc23)n1	23%	nt	nt	8	nt	nt	3%
CC(=O)Nc1ccc(S(=O)(=O)Nc2ccc3c(c2)C(=O)OC3)cc1	0%	nt	-11%	nt	1%	nt	nt
Cc1ccc(CNC(=O)c2ccc3c(c2)N(Cc2cccc(C)c2)C(=O)CS3)cc1	?	nt	nt	-13	nt	nt	1%
Cc1cc(C)nc(N(C#N)CCOc2ccc(Cl)cc2)n1	?	?	11%	25	2%	25%	6%
Cc1ccccc1NS(=O)(=O)c1ccc(C(=O)N2CCN(S(=O)(=O)c3ccccc3)CC2)cc1	-7%	?	-16%	-7	nt	0%	-6%
CC(C)[C@H](NC(=O)[C@H](Cc1ccccc1)n1c(=O)[nH]c2ccccc2c1=O)C(=O)N1CCC[C@@H]1C(=O)O	-11%	25%	-21%	16	1%	-4%	4%
Cc1c(C(=O)NCCCN2CCOCC2)oc2c1C1(CCC2)SCCS1	-14%	-11%	73%[activator]	14	1%	6%	-5%
O=C(CSc1nc2[nH]ncc2c(=O)[nH]1)Nc1ccccc1C(F)(F)F	?	3%	-16%	-10	nt	5%	6%
COc1cc2nc(SCC(=O)NCCc3ccccc3)n(Cc3ccco3)c(=O)c2cc1OC	?	?	64%[activator]	3	-3%	17%	nt
COc1ccc(-c2nc(CS(=O)CC(=O)NCCCN3CCCC(C)C3)c(C)o2)cc1OC (stereo unspecified)	2%	-9%	17%	1	4%	7%	-3%
O=C(Cc1ccccc1F)NC1CCCN(Cc2ccc(Cl)cc2)C1 (stereo unspecified)	-5%	-3%	38%	7	3%	0%	-18%
N/C(=N\c1nc(C(F)(F)F)cc(=O)[nH]1)Nc1ccc(Cl)cc1	?	3%	-28%	nt	1%	nt	nt
CN(c1ccc(C(=O)N2CCN(c3ccccc3F)CC2)cc1)S(=O)(=O)c1ccccc1	-13%	?	57%	-24	0%	-9%	-8%
CN1C(=O)c2ccc(C(=O)NCc3ccc4c(c3)OCO4)cc2C1=O	-8%	32%[activator]	-20%	4	1%	-2%	-11%
CCOC(=O)N1CCN(C(=O)C(=O)NN)CC1	3%	22%	-11%	30	5%	20%	-5%
CCN1CCN(c2ccc(S(=O)(=O)N3CCCCC3)cc2NC(=O)c2cccc(C)c2)CC1	-14%	-27%	171%[activator]	-7	nt	0%	2%
O=C(Cn1cc(SCc2ccc(F)cc2)c2ccccc21)N1CCCCC1	?	nt	nt	24	nt	nt	7%
Cc1cccc(NC(=O)C2CCN(C(=O)[C@@H]3Cc4ccccc4CN3)CC2)c1	-13%	-14%	-4%	28	-4%	-3%	7%
CC1(C)CN(CCc2ccccc2)C(=O)[C@H]1CC(=O)Nc1ccccc1	nt	nt	nt	17	nt	7%	3%
CCn1c2ccc(F)cc2c2nc3ccccc3nc21	4%	?	-11%	-20	4%	24%	1%
CCCCC[C@H](C)N1C[C@@H](COCc2ccccc2)Oc2cc(N3CC[C@H](O)C3)ccc2S1(=O)=O	nt	nt	nt	-13	nt	-22%	7%
O=C(N/N=C/c1ccco1)Nc1ccccc1	-6%	-3%	-9%	123	-11%	-1%	1%
COc1ccc(OC)c(/C=N/N(C)c2ccccc2)c1	?	?	5%	114	6%	-17%	-17%
CCOC(=O)N1CCN(C(=O)Cc2ccc(-n3c(=S)[nH]c4ccccc4c3=O)cc2)CC1	-2%	2%	0%	-7	-1%	18%	-11%
O=C(O)C=C(Br)Br	?	37%[activator]	-2%	-5	-5%	13%	3%
CN(C)/C=C(\C#N)C(=O)Nc1ccccc1	?	0%	-6%	-22	-2%	-1%	-9%
COc1cc(C(=O)NCC(c2cccs2)N2CCOCC2)cc(OC)c1OC (stereo unspecified)	7%	-16%	3%	34	nt	-2%	-1%
CSc1ccc(S(=O)(=O)Nc2c(C)cccc2C)cc1	?	-14%	-38%	-21	-5%	2%	-2%
Cc1cccc(NC(=S)Nc2ccc(Cl)c(Cl)c2)c1	-6%	-10%	-8%[2.29 µM]	?	2%	93%[activator]	17%
Cc1cc(=O)[nH]c(Cc2ccc(OC(C)C)cc2)n1	?	18%	-6%	?	3%	2%	-3%
CC1CCCN(Cc2c(C(=O)N3CCc4ccccc4C3)nc3ccc(Cl)cn23)C1 (stereo unspecified)	-1%	-26%	29%	16	7%	5%	3%
CCCCc1nnc(NC(=O)CN2C(=O)c3ccccc3C2=O)s1	-6%	6%	-5%[2.29 µM]	-29	0%	49%[activator]	-1%
O=C(CNC(=O)c1ccccc1F)NC1=NCCS1	4%	10%	-15%	-8	-7%	-15%	-8%
O=C(Cn1ccn(-c2ccc(F)c(F)c2)c(=O)c1=O)NCCc1ccccc1	-1%&-6%	13%	-5%	-1&-10	4%	-6%	7%&3%
Cc1cc(C)c(S(=O)(=O)c2ccccc2C)c(OCCO)n1	-16%	13%	-12%	49	0%	6%	2%
Cc1onc(-c2c(Cl)cccc2Cl)c1C(=O)N1CCN(c2ccccc2F)CC1	-4%	?	86%[activator]	-24	-2%	21%	2%
COC(=O)[C@@H](Cc1c[nH]c2ccccc12)NC(=O)CCC(=O)c1ccc(F)cc1	-7%	2%	-21%	28	-11%	1%	-11%
O=C(NCCCNC(=O)c1cncc(O)c1)c1cncc(O)c1	-5%	10%	-7%	-32	-1%	-9%	-3%
Cc1ccc(C(=O)OCC(=O)Nc2ccc3c(c2)OCO3)o1	-5%	16%	0%	-8	2%	-10%	3%
CC(C)c1nc(SCC(=O)Nc2cccc(C(F)(F)F)c2)c2c(=O)n(C)c(=O)n(C)c2n1	-6%	?	-26%	-15	1%	8%	2%

An excerpt of these results, field by field:
compound: O=C(NCCCNC(=O)c1cncc(O)c1)c1cncc(O)c1
  AmpC detergent: -5%
  HCV inhibitor: 10%
  AmpC no deterg: -7%
  HCMV inh: -32
  LmPK inh: -1%
  AMA1 RON2 block: -9%
  Tb PYK inh: -3%
compound: Cc1ccc(C(=O)OCC(=O)Nc2ccc3c(c2)OCO3)o1
  AmpC detergent: -5%
  HCV inhibitor: 16%
  AmpC no deterg: 0%
  HCMV inh: -8
  LmPK inh: 2%
  AMA1 RON2 block: -10%
  Tb PYK inh: 3%

Further compounds:
SMILES	AmpC detergent	HCV inhibitor	AmpC no deterg	HCMV inh	LmPK inh	AMA1 RON2 block	Tb PYK inh
C/C(=N\NC(=O)CC#N)c1cc2ccccc2oc1=O	9%	10%	-11%	36	0%	93%[activator]	-2%
Cc1ccsc1C1CC(=O)Nc2ccccc2S1 (stereo unspecified)	7%	19%	-16%	-4	9%	-7%	-16%
O=C(C1CCC(CNS(=O)(=O)c2cccc3nsnc23)CC1)N1CC=C(c2ccccc2)CC1 (stereo unspecified)	-13%	?	7%	-28	-1%	0%	4%
OCCCN1c2ccccc2Nc2nnc(-c3ccccc3)cc21	6%	?	-17%	137	2%	109%[activator]	-6%
COc1ccc(OC)c(/C(C)=N/Nc2ccc(C(=O)O)cc2)c1	5%	24%	-31%	-96*	1%	-9%	-9%
